Screens (PubChem)
MITF primary = human MITF inhibition, primary screen; AlphaScreen MITF homodimerization, bead proximity signal; hit rate 0.91% among 650,000; inhibition, % at 2.6 µM; in the data active = inhibition above about 50%;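 also: 0% = vehicle wells with protein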
TEAD-YAP inh = TEAD-YAP interaction inhibition. hit rate 1.4% among 640,000. AID 1259422. HEK-TIYL cells, TEAD-Gal4/YAP UAS-luciferase luminescence. inhibition, % at 9.12 µM; in the data active = inhibition above about 32%;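 also: 0% = median of test compound wells and 100% = reference inhibitor wells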
GPR151 ag = human GPR151 activation; Q8TDV0; PathHunter beta-arrestin GPR151 cells, luminescence; activation, % at 11.2 µM; hit rate 1% among 650,000; AID 1508602; in the data active = activation above about 4.9%;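 also: 0% = median of compound wells and 100% = cells with positive control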
Target sequence (Q8TDV0 whole entry, looked up): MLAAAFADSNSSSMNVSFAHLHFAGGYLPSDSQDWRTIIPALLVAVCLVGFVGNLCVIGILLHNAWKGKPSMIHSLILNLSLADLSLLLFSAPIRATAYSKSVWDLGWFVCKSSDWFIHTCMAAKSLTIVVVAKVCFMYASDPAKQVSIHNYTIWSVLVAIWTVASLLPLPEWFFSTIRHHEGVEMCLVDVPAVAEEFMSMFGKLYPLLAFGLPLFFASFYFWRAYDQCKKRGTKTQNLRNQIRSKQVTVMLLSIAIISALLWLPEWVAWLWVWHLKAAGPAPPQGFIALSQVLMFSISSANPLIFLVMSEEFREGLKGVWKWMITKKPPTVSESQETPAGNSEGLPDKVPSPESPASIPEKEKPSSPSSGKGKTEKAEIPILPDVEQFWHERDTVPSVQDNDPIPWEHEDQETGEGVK
FBW7 act = activators of human E3 ligase FBW7. hit rate 0.13% among 650,000. normalized activity (activation), % at 26.1 µM. Q969H0. AlphaScreen FBW7–phospho-cyclin E peptide binding, activator screen; in the data active = normalized activity above about 1.9%;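 also: purified mutant Fbw7 with reduced substrate affinity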
Target sequence (Q969H0 whole entry, looked up): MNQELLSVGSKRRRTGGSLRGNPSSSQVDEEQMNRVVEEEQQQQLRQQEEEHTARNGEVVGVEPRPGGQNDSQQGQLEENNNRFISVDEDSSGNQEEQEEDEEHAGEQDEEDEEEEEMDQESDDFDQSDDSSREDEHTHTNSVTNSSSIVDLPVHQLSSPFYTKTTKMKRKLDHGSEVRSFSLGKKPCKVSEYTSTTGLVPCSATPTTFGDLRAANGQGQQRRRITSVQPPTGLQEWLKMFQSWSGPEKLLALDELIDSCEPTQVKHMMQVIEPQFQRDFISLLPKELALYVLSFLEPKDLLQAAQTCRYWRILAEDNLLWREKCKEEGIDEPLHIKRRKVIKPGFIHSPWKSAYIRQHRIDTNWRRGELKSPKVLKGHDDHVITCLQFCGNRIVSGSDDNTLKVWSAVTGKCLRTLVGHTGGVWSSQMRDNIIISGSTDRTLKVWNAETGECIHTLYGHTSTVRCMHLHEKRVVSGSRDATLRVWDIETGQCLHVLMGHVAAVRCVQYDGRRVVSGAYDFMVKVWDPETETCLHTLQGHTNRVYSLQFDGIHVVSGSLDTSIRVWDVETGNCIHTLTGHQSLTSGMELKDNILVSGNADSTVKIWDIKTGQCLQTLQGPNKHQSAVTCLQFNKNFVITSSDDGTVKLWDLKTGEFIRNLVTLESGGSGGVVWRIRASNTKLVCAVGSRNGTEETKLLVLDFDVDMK
Numbers without * were called inactive.

SMILES	MITF primary	TEAD-YAP inh	GPR151 ag	FBW7 act
COc1ccc(C2C(C(=O)N3CCOCC3)=C(C)NC3=C2C(=O)CCC3)cc1Br (centres undefined)	13.3	2.8	-0.1	0.9
CCN(Cc1c(C(=O)OC)nnn1-c1nonc1N)c1ccccc1	11.9	-6.2	5.1*	0.1
O=C(c1ccc(N2CCC(NCCc3cccs3)CC2)cc1)N1CCOCC1	5.1	0.7	-0.9	0.1
CCC12CN(C(=O)c3ccc(OC)cc3)CC(CC)(CN(C(=O)c3ccc(OC)cc3)C1)C2=O	2.0	1.2	-0.1	0.3
O=C(c1nc2sccn2c1CN(CCO)Cc1ccccc1)N1CCCCCCC1	-7.5	-3.5	3.2	0.1
Cc1oc(-c2cccc(Cl)c2)nc1Cn1c(=O)n(CC2CCCO2)c(=O)c2ccccc21 (centres undefined)	-4.1	-7.5	0.2	-0.2
Clc1ccc(C(c2nnnn2-c2cccc(Cl)c2)N2CCOCC2)cc1 (centres undefined)	-6.8	10.8	-1.4	-0.3
CC(C)[C@H](NC(=O)c1ccc(F)cc1)C(=O)OCC(=O)Nc1ccc(C#N)cc1	2.1	-6.5	7.4*	-0.1
Cc1ccc(OCCNC(=O)/C=C/c2ccccc2)cc1C	4.7	3.8	0.2	0.1
CCOC(=O)c1c(NC(=O)COc2ccccc2)sc(C)c1C	11.4	0.3	-1.0	0.7
CCC(C(=O)Nc1c2c(nn1-c1ccc(C)cc1C)CS(=O)(=O)C2)c1ccccc1 (centres undefined)	11.8	-10.5	1.4	0.8
CCCCC1(CC(=O)Nc2ccc(F)cc2)C(=O)N(c2ccccc2)N(c2ccccc2)C1=O	-9.5	3.2	-0.6	1.9*
COc1ccc(C(=O)C[n+]2cccc3cc(OC)ccc32)cc1	-5.3	52.9*	0.3	0.0
O=C(Cc1cc2ccccc2oc1=O)c1ccccc1	9.8	-38.6	0.6	0.2
O=C(CC(c1cccs1)C1CCCCC1=O)c1ccco1 (centres undefined)	-3.5	1.3	0.5	0.0

Ordered by SMILES length (ascending): some entries from above
SMILES	MITF primary	TEAD-YAP inh	GPR151 ag	FBW7 act
Cc1ccc(OCCNC(=O)/C=C/c2ccccc2)cc1C	4.7	3.8	0.2	0.1
CCOC(=O)c1c(NC(=O)COc2ccccc2)sc(C)c1C	11.4	0.3	-1.0	0.7
O=C(c1nc2sccn2c1CN(CCO)Cc1ccccc1)N1CCCCCCC1	-7.5	-3.5	3.2	0.1
CCC(C(=O)Nc1c2c(nn1-c1ccc(C)cc1C)CS(=O)(=O)C2)c1ccccc1 (centres undefined)	11.8	-10.5	1.4	0.8
CC(C)[C@H](NC(=O)c1ccc(F)cc1)C(=O)OCC(=O)Nc1ccc(C#N)cc1	2.1	-6.5	7.4*	-0.1
CCC12CN(C(=O)c3ccc(OC)cc3)CC(CC)(CN(C(=O)c3ccc(OC)cc3)C1)C2=O	2.0	1.2	-0.1	0.3

Following part.
SMILES	MITF primary	TEAD-YAP inh	GPR151 ag	FBW7 act
CC(C)(C)c1ccc(-c2oc3ccccc3c(=O)c2OCC(N)=O)cc1	3.8	-5.6	4.0	-0.1
Cc1ccc(CN2CCc3nnc(CCNC(=O)C4CCOCC4)n3CC2)s1	-7.7	-8.9	1.2	0.0
COc1ccc(OC)c(NC(=O)c2ccc3c(c2)C(=O)N(c2ccc(OC(C)=O)cc2)C3=O)c1	10.6	10.0	-0.2	-0.2
O=C(NC1CCS(=O)(=O)C1)/C(NC(=O)c1ccccc1)=C(/Sc1ccccn1)c1ccccc1 (centres undefined)	-2.2	-2.5	-1.2	-0.1
CC1=CC=CN2C(=O)C(Cc3ccccc3)(NC(=O)c3ccccc3)N=C12 (centres undefined)	-0.2	5.7	-0.6	0.1
CCCn1nnc(NC(=O)COc2cc(C)cc(C)c2)n1	-8.7	-4.6	4.5	0.5
CCC(Sc1nc2ccsc2c(=O)n1NC(=O)c1ccccc1)C(=O)Nc1cccc(C)c1 (centres undefined)	19.4	-13.7	-0.5	0.7
O=C(Cc1ccc(-n2c(=O)[nH]c3ccsc3c2=O)cc1)NCc1ccc2c(c1)OCO2	10.2	31.3	-0.3	0.2
CS(=O)(=O)N(CC(=O)Nc1ccc(C(N)=O)cc1)c1cc(Cl)cc(Cl)c1	-13.1	-7.0	1.1	-0.1
CSc1nc2nc3c(c(=O)n2[nH]1)CCCC3	-4.1	1.0	-0.8	0.1
COc1ccc(OC)c(NC(=O)c2cc(S(=O)(=O)NCc3ccc(F)cc3)ccc2F)c1	1.2	0.9	0.2	0.0
COc1ccc(C=Nc2ccc(C(N)=O)cc2)cc1OC	-11.8	13.0	0.3	0.8
CCOCCCNC(=O)COc1cc(=O)n(CC)c2ccccc12	24.8	3.2	-0.5	0.0
Cc1nc(-c2ccccc2)sc1C(=O)Nc1cccc(-c2cn3ccsc3n2)c1	-17.9	-4.6	2.2	0.1
NS(=O)(=O)c1ccc(NC(=O)C2CCCN(S(=O)(=O)c3ccc(F)cc3)C2)cc1 (centres undefined)	-5.2	-1.8	-0.1	0.0
COC(=O)C1=NNC2C(=O)N(c3ccc(Cl)cc3)C(=O)C12 (centres undefined)	-6.5	-3.1	0.4	0.3
COc1ccc(N2C(=O)c3cc([N+](=O)[O-])cc4cc([N+](=O)[O-])cc(c34)C2=O)c([N+](=O)[O-])c1	27.6	7.3	-1.5	-1.4
CCc1ccccc1NC(=O)c1c[nH]c(=O)n(-c2ccc(C)c(C)c2)c1=O	1.7	10.4	-1.0	-0.1
O=C(CCn1c(=S)[nH]c2ccsc2c1=O)NCc1ccco1	-3.1	-12.1	-0.6	-0.2
COc1ccc(Cn2cc(C(=O)NCc3ccncc3)nn2)cc1	-29.0	-2.9	0.7	0.3
Cn1c(O)c(C=Nc2ccccc2)oc1=S	6.3	-4.5	3.9	0.0
CCc1ccc(C=Nc2cccc(S(=O)(=O)N3CCOCC3)c2)cc1	0.7	6.2	-1.5	0.2
CCCN(CCC)C(=O)Cn1c2cc(OC)c(OC)cc2c2nc(=O)cc(C)n21	0.3	4.6	-0.4	0.1
O=C(CCCOc1ccc(Cl)cc1Cl)NC1=NN(c2ccccc2)C(=O)C1	-3.2	3.6	1.5	0.2
CCS(=O)(=O)N1CCC(NC(=O)c2ccccc2Cl)CC1	-8.7	0.5	-0.7	-0.1
Cc1cc(-c2cnc(N3CCCC3)nc2C2CCN(C(=O)CCn3nccc3C)CC2)on1	6.9	-4.0	-0.7	-0.1
COc1cc(C=O)ccc1OCC(=O)N1C(C)CCCC1C (centres undefined)	-10.3	3.4	1.2	0.0
COc1cc(S(N)(=O)=O)c(OC)cc1Cl	15.7	-2.0	1.4	0.2
Cc1c(C(=O)Nc2ccccc2)sc2nc(-c3ccccc3)cn12	11.9	-34.5	0.6	0.3
COC(=O)C1=C(C)NC(=O)/C1=C\c1cc2c(cc1Br)OCO2	7.4	-5.6	1.0	0.2
CCOc1cc(C=C2C(=O)NC(=O)NC2=O)ccc1OC(=O)c1ccccc1Cl	-9.0	9.0	-1.3	-1.0
Cc1c([N+](=O)[O-])ccc2[nH]c(-c3ccc(N)cc3)nc12	-2.4	-26.0	-1.0	0.0
CC1Cc2nc(SCC(=O)NCC3CCCO3)n(C)c(=O)c2S1 (centres undefined)	4.8	-5.6	0.8	0.0
CN(C(=O)CSc1nccc(=O)[nH]1)C1CCCCC1	4.0	-1.5	-1.0	0.1
COCCNC(=O)c1sc2ncnc(N3CCN(c4ccccc4OC)CC3)c2c1C	-7.0	6.6	-0.9	-0.1
Cn1nc(CC(=O)Nc2ccc(C(F)(F)F)cc2)c2ccccc2c1=O	11.0	11.9	-0.8	0.3
COC(=O)c1c(NC(=O)c2ccc(C(C)(C)C)cc2)sc2c1CCN(C(C)=O)C2	1.4	7.0	1.5	0.2
CC1(C)CC(=O)c2sc(NC(=O)c3ccc(F)cc3)nc2C1	6.5	-54.8	-2.8	0.0
CC(NC(=O)c1ccccc1)C(=O)N/N=C\c1ccc(Cl)cc1Cl (centres undefined)	-2.5	18.1	0.1	0.2
Cc1ccc2onc(CC(=O)N3CCN(c4ccccc4F)CC3)c2c1	-2.1	-3.5	-3.7	0.0
Cc1ccccc1Cc1c(C)nc2nc(SCC(=O)Nc3cccc(Cl)c3)nn2c1C	0.5	26.9	-0.1	-0.9
CNCCOc1ccc(OCc2ccccc2)cc1	27.7	-20.6	-3.3	0.0
O/N=C/c1ccc(OCc2cccc(F)c2)cc1	-0.4	-46.0	-1.4	0.3
Cc1ccc(N(C(=O)c2cccc(F)c2)C2C=CS(=O)(=O)C2)cc1Cl (centres undefined)	10.9	-11.1	0.0	1.1
C/C(O)=C\C(N)=N\c1nc(C)cc(C)n1	-12.8	-1.4	-1.4	0.2
Cc1cccc(-c2cc3nccc(C4CCCNC4)n3n2)c1 (centres undefined)	-5.3	-4.1	1.0	-0.1
O=C(O)c1ccc(N2CCCCCC2)c(N2C(=O)c3ccccc3C2=O)c1	-3.1	-10.4	0.3	0.0
Cc1cc(C)c(S(=O)(=O)Nc2ccc(OCC(=O)O)cc2)c(C)c1	19.2	-2.5	0.1	0.2
O=C(O)CNc1ncnc2scc(-c3ccccc3)c12	10.4	6.2	2.8	0.1
O=C(N1CCN(C(c2ccccc2)c2ccccc2)CC1)C1(c2cccs2)CCOCC1	-0.6	7.4	0.8	-0.1
OC(CNCc1cc2ccccc2s1)C(F)(F)F (centres undefined)	9.4	-0.1	-0.9	0.0
O=C1NC(=O)c2c(NC(=O)C3c4ccccc4Oc4ccccc43)cccc21	-11.5	-10.3	0.1	0.1
COc1ccc(C2CC(=O)Nc3c2ccc2ccccc32)cc1OCc1ccccc1 (centres undefined)	-9.4	-0.8	0.6	0.1
C1COCCNCCOCCOCCN1	-0.1	10.7	0.6	0.0
N#CC1=C(N)SC2=C(C(=O)c3ccccc32)C1Cc1ccccc1 (centres undefined)	-12.3	-24.8	-0.4	0.0
C=CCOC(=O)C1=C(C)Nc2c(c(=O)n(C)c(=O)n2C)C1c1cccnc1 (centres undefined)	6.6	10.2	-1.6	-0.2
C=CCn1c(SC(C)C(N)=O)nnc1-c1ccc(OC)cc1 (centres undefined)	-2.8	2.6	-0.6	0.0
Cn1c2c(c(=O)n(C)c1=O)C(c1ccc(Br)cc1)C1=C(COC1=O)N2 (centres undefined)	3.5	4.2	2.4	0.2
CCOc1ccc2nc(NCCCNC(=O)c3ccc(F)c(F)c3)c(C#N)cc2c1	-15.1	-8.1	0.2	0.2
Cn1c(/C=C/c2ccc(N)cc2)nc2cc(N)ccc21	3.1	-20.3	-1.3	0.0

Next structures follow.
SMILES	MITF primary	TEAD-YAP inh	GPR151 ag	FBW7 act
Cc1ccc(C(=O)c2cc([N+](=O)[O-])ccc2N2CCOCC2)c(C)c1	14.6	62.4*	-1.4	0.1
CC(C)NC(=O)c1ccccc1NC(=O)c1cccc(NC(=O)c2ccccc2)c1	11.6	8.3	-1.2	0.6
O=C(Nc1ccc(Cl)cc1)c1cc(S(=O)(=O)NCCC2=CCCCC2)ccc1F	9.3	26.7	0.7	0.5
CC(C)NC(=O)c1ccccc1NC(=O)CN(c1ccc2c(c1)OCO2)S(C)(=O)=O	13.9	2.5	-0.3	0.9
COc1ccc(C(=S)N2CCCCC2)cc1OC(=O)c1ccc(Cl)cc1	6.6	-3.5	1.3	-0.2
O=C(O)c1ccc(/C=C2\SC(=S)N(c3ccc(C(=O)O)cc3)C2=O)cc1	14.1	5.7	0.5	0.6
CS(=O)(=O)NCC(c1cccs1)S(=O)(=O)c1ccc(Cl)cc1 (centres undefined)	5.5	3.5	-0.8	-0.1
CCN(CC)c1nc(NCCOc2ccccc2)nc(Nc2ccc(N3CCOCC3)cc2)n1	8.7	-17.4	0.6	-0.1
Cc1ccc(-c2cc(C(=O)Nc3cc(C(F)(F)F)ccc3Cl)c3ccccc3n2)s1	5.0	-1.6	0.0	0.2
Cc1cc(-c2nnc(SCC(=O)N(C)Cc3c(F)cccc3Cl)o2)c(C)o1	3.8	2.7	0.0	0.2
CC(C)CCC1(C2CCN(Cc3ccc(F)cc3)CC2)NC(=O)NC1=O (centres undefined)	9.3	7.3	0.4	1.1
CCOC(=O)CSC1=C(C#N)C(c2ccccc2OC)CC(=O)N1 (centres undefined)	7.1	8.5	-0.3	-0.2
CC1(C)C/C(=N/O)c2cc3c(nc2C1)CCCC3	12.7	-5.8	1.4	0.2
CCOc1ccccc1NC(=O)C(Sc1nnc(N)s1)c1ccccc1 (centres undefined)	12.7	4.1	0.6	0.7
COc1ccc(NS(=O)(=O)c2ccc(OCC(=O)Nc3ccccc3OC)cc2)cc1	13.8	2.2	0.4	0.6

Single records (already shown):
`CCOC(=O)c1c(NC(=O)COc2ccccc2)sc(C)c1C` as listed: MITF primary: 11.4; TEAD-YAP inh: 0.3; GPR151 ag: -1.0; FBW7 act: 0.7
`CC1=CC=CN2C(=O)C(Cc3ccccc3)(NC(=O)c3ccccc3)N=C12` (centres undefined) as listed: MITF primary: -0.2; TEAD-YAP inh: 5.7; GPR151 ag: -0.6; FBW7 act: 0.1
`N#CC1=C(N)SC2=C(C(=O)c3ccccc32)C1Cc1ccccc1` (centres undefined) as listed: MITF primary: -12.3; TEAD-YAP inh: -24.8; GPR151 ag: -0.4; FBW7 act: 0.0

(list continues)
SMILES	MITF primary	TEAD-YAP inh	GPR151 ag	FBW7 act
O=C(Nc1ccccc1Br)NS(=O)(=O)c1ccccc1Cl	3.7	14.6	0.4	0.1
C=CCNCCOCCOc1ccc(Cl)cc1C(C)(C)C	69.2*	-1.9	0.3	-0.1
Cc1ccc2nc(NC(=O)CSCC(=O)O)sc2c1	0.9	59.5*	-1.0	0.4
O=c1c2cn[nH]c2[nH]c(=S)n1-c1cccc2ccccc12	1.1	4.8	2.0	-0.1
O=c1[nH]c(NC2CCN(S(=O)(=O)c3ccccc3C(F)(F)F)CC2)nc2c1CCC2	-6.3	-3.6	0.1	-0.1
CC(C)(C)C(=O)Nc1ccc(S(=O)(=O)c2ccc(NC(=O)C(C)(C)C)cc2)cc1	0.9	6.0	1.1	0.0
